Source: PubChem (several laboratories)
CYP2C19 inhib: inhibitors of human CYP2C19 | AID 778 | inhibition, % at 5 µM | actives 21% (n = 96,000) | CYP2C19 Supersomes, luciferin-H EGE luminescence, 30 min | P33261;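 active means CYP2C19 inhibition above a set limit at 5 µM in the primary screen, cut at about 50% in these data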;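 further: plate controls were negative control wells for no effect and 2.5 mM tranylcypromine positive control for full effect; values of inactives mirror those of a sister screen read the other way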
PostGolgi yeast: growth inhibition of a yeast mutant, post-Golgi transport screen | post-Golgi transport phenotypic cell assay | inhibition, % at 10 µM | actives 0.9% (n = 98,000); in the data active means inhibition above about 30%;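 further: yeast cells grown in 1536-well plates; yeast grown about 18 h at 30C before absorbance read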
PTK2B oligo ant: Pyk2 (human) oligomerization antagonism; Q293 cells, Pyk2 FERM NanoBiT luminescence; stronger effect = lower value; z-score (the deposit names both 25 µM and 10 µM); actives 0.83% (n = 99,000);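 active means Z-score of -3 or lower, scaled per plate to the spread of control and sample wells; inactive means z-score above -3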;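 further: negative z-score means lost luminescence so less FERM oligomerization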
Target sequence (Q14289 whole entry, looked up): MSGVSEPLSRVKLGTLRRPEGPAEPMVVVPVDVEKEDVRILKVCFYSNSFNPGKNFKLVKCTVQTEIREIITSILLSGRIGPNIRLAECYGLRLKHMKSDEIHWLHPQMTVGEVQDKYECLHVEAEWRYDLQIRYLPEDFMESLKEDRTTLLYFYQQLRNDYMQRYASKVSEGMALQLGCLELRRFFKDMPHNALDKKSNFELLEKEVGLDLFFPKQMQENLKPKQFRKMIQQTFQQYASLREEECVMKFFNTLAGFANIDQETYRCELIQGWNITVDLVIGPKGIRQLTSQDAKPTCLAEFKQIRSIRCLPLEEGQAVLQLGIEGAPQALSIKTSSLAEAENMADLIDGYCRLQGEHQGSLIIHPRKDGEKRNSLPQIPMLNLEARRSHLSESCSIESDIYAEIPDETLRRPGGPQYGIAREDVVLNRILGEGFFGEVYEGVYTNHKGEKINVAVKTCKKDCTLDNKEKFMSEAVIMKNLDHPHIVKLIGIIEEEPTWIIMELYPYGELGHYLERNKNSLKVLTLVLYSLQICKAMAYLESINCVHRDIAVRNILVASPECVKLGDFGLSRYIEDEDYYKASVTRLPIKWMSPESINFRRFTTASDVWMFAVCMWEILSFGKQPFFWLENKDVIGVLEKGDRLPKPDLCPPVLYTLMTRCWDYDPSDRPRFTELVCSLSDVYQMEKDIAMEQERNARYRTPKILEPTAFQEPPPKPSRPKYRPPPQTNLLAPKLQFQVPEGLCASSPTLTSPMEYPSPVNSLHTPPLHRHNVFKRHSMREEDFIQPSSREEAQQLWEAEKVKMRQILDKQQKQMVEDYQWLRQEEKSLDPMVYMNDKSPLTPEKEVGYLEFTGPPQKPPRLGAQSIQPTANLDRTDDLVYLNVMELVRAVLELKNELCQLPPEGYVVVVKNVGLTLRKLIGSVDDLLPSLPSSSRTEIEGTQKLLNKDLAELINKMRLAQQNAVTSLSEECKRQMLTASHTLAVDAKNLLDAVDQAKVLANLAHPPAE
PLAP act: activates human placental alkaline phosphatase | purified PLAP enzyme, luminescent substrate read-out; stronger effect = higher value | P05187 | actives 1.2% (n = 96,000) | activation fold at 20 µM; in the data active means activation fold above about 2
EphB4 antag: antagonists of human EphB4-ephrin-B2 interaction. inhibition, % at 7 µM. EphB4 LBD / TNYL-RAW-Alexa532 peptide, fluorescence polarization. AID 720. actives 0.15% (n = 97,000). P54760;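 active means inhibition above the screen-wide mean inhibition plus 3 SD, cut at about 15% in these data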;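 further: 0% = DMSO wells and 100% = excess unlabeled TNYL-RAW peptide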
CYP2C19 activ: cytochrome P450 2C19 (human) activation; activation factor at 5 µM; 96,000 tested, under 10 active; AID 1025; recombinant CYP2C19, luciferin-H EGE luminescence; stronger effect = higher value; 0 = fully inhibited enzyme, 1 = untreated enzyme;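 active means activation factor of at least 2 at 5 µM in the primary screen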;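 further: 0 = wells with 2.5 mM tranylcypromine and 1 = vehicle-only wells; values of inactives mirror those of a sister screen read the other way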
CYP2C9 act: activators of human CYP2C9 | P11712 | recombinant CYP2C9, luciferin-H conversion, luminescence; stronger effect = higher value; factor 1 = untreated enzyme, 0 = blocked | activation factor at 5 µM | actives 1.4% (n = 96,000) | AID 1024;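 active means activation factor of 2 or more for CYP2C9 at a 5 µM dose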;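 further: 0 = sulfaphenazole-blocked wells and 1 = vehicle-only wells; values of inactives mirror those of a sister screen read the other way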
Ecoli WT expand: blocks growth of wild type E. coli BW25113 | actives 0.15% (n = 98,000) | AID 710 | OD600 absorbance | growth inhibition, % at 100 µM;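 active means growth inhibition above about 50% at one test dose, limit read from the data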;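 further: growth measured after 20 h incubation at 37 °C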
CYP2C9 inh: inhibitors of human CYP2C9 | AID 777 | CYP2C9 Supersomes, luciferin-H conversion, luminescence | actives 20% (n = 96,000) | inhibition, % at 5 µM | P11712;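 active means blocking of liver enzyme CYP2C9 beyond about 50% at 5 µM, limit read from the data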; further: values of inactives mirror those of a sister screen read the other way
An asterisk follows results filed as active; . = no result given. Rows are unselected, and some 31% of all compounds hit somewhere here.

SMILES	CYP2C19 inhib	PostGolgi yeast	PTK2B oligo ant	PLAP act	EphB4 antag	CYP2C19 activ	CYP2C9 act	Ecoli WT expand	CYP2C9 inh
CCOC(=O)C(C)n1nc(/C=C/c2ccccc2)ccc1=O (stereo not drawn)	28	8	0.67	1.3	-1	0.7	0.3	0	71*
COc1cccc(C2CC(c3ccc(Cl)cc3Cl)n3nc(N)nc3N2)c1 (stereo not drawn)	90*	1	.	1.5	0	0.1	0.8	0	17
Cc1ccc(NC(=O)O/N=C2\CCCCC2c2ccc([N+](=O)[O-])cc2[N+](=O)[O-])cc1 (stereo not drawn)	41	-4	0.66	1	5	0.6	0.2	-3	82*
O=C(O)CCCCCN1C(=O)c2ccc(C(=O)O)cc2C1=O	-6	1	0.7	1	-6	1.1	1	-7	2
CCCCc1ccc(NC(=S)NCc2cccs2)cc1	9	-4	-0.02	0.9	2	0.9	0.9	10	8
Cn1c(NC(=O)c2ccc(Br)o2)cc(=O)n(C)c1=O	5	10	1.1	0.9	8	1	1	10	0
CC(C)N(C(=O)C(=O)c1cccn1-c1ccccc1C#N)C(C)C	54*	15	-0.39	1.1	-3	0.5	0.7	-1	27
COc1ccc(CC(=O)Nc2sc(Cc3ccccc3)c(C)c2C(N)=O)cc1	1	1	-1.1	0.8	-1	1	0.8	-5	20
O=C(Nn1c(=S)[nH]c2ccccc2c1=O)c1ccncc1	85*	2	-0.57	1	-3	0.1	0.8	-1	18
O=C(CSc1nc2ccccc2c(=O)[nH]1)NCc1ccc(Cl)cc1	18	0	0.02	1	2	0.8	0.5	-4	51*
Cn1c(=O)c2c(nc(N3CCCCCC3)n2CCSc2nc3ccccc3o2)n(C)c1=O	32	2	.	1.6	5	0.7	0.6	-5	43
COc1cc(NC(=O)c2ccco2)c(OC)cc1NC(=O)CCC(=O)Nc1cc(C)cc(C)c1	36	-3	-1.7	1.5	-11	0.6	0.3	-16	66*
COc1ccc(CNC(=S)Nc2cccc(C)c2C)cc1	49	-2	0.08	0.8	-2	0.5	1.1	1	-14
CCOc1ccc(C(CCc2ccccc2)NC(=O)c2ccccc2F)cc1OCC (stereo not drawn)	77*	1	-2.7	1.7	18*	0.2	0.2	-7	78*
CCOC(=O)CSC1=C(C#N)C(c2ccco2)C(C(=O)Nc2cccc(C(F)(F)F)c2)=C(C)N1 (stereo not drawn)	78*	-2	0.87	1.2	-5	0.2	0.2	-10	82*
COc1ccc(/C=N/NC(=O)CCc2c(C)n[nH]c2C)cc1O	10	-9	-0.39	1.2	9	0.9	0.4	3	64*
N#CC1=C(SCC(=O)Nc2nccs2)NC(=O)CC1c1ccccc1 (stereo not drawn)	58*	6	0.08	1.6	3	0.4	0.1	-1	87*
Cn1c2ccccc2c(=O)c2c(=O)n(C3CCCCC3)c(-c3cccs3)nc21	31	10	-1.2	0.8	2	0.7	0	16	95*
Cc1ccc(CSc2nnc([C@@H]3CCCN3)o2)cc1	50*	9	-0.33	0.9	-1	0.5	0.9	8	8
CN(C)S(=O)(=O)N1CCN(CC(=O)Nc2cc(Cl)ccc2Cl)CC1	72*	-3	0.49	1.3	7	0.3	0.7	1	29
CCS(=O)(=O)N1CCN(c2cccc(C)c2C)CC1	29	-3	0.18	0.9	3	0.7	0.9	3	10
CC1CCCCN1C(=O)CSc1nnc(-c2ccco2)n1CC1CCCO1 (stereo not drawn)	83*	-1	0.6	1.2	0	0.2	0.9	0	11
CC1=NN(c2nc(-c3ccc(F)cc3)cs2)C(=O)C1	7	-5	0.09	1.1	1	0.9	0.7	-4	27
O=S(=O)(NC12CC3CC(CC(C3)C1)C2)c1ccc(F)cc1	88*	-5	-1.5	0.8	-5	0.1	0.2	-1	83*
COC(=O)c1ccccc1NC(=O)c1cc2ncc(Br)cn2n1	-9	17	0.18	1	-6	1.1	1.5	-7	-46
Carrying on.
SMILES	CYP2C19 inhib	PostGolgi yeast	PTK2B oligo ant	PLAP act	EphB4 antag	CYP2C19 activ	CYP2C9 act	Ecoli WT expand	CYP2C9 inh
CC1Cc2ccccc2N1C(=O)CCNS(=O)(=O)c1cccc2nsnc12 (stereo not drawn)	88*	-1	0.16	0.8	-1	0.1	1.7	1	-65
COc1ccccc1C1C(C(N)=O)=C(C)Nc2nc(-c3ccc(Cl)cc3)nn21 (stereo not drawn)	41	9	.	0.9	-2	0.6	0.9	-4	6
CC(C)CC(=O)Nc1ccccc1-c1nnn(CC(=O)N2CCOCC2)n1	3	2	0.3	0.9	4	1	0.8	-11	21
Cc1ccc(-c2csc(NC(=O)c3ccc(-c4ccccc4)cc3)n2)o1	-11	21	.	1	-7	1.1	1.3	-15	-33
Cc1cccc(C(=O)NNC(=O)C(=O)NC(C)(C)C)c1	0	13	-0.58	1.5	-8	1	0.9	4	14
CC1CCN(CCCNC(=O)c2ccc(CSCc3cccc(Cl)c3)o2)CC1	1	5	-0.34	1.5	2	1	1	5	1
Cc1cc(NC(=O)CSc2nc3c(c(-c4cccnc4)c2C#N)CCC3)no1	14	-4	-0.01	1.2	2	0.9	0.5	-4	47
COc1ccc(C2=CSC(/N=C/c3ccc(F)cc3)=NN2)cc1	-1	0	0.38	1	2	1	0.9	-6	9
CC(C)c1ccc(CNC(=O)CSCC(=O)Nc2ccc3ccccc3c2)cc1	-9	-3	-0.43	1.1	7	1.1	1	-6	4
O=C(NCc1ccco1)[C@@H]1CSC2c3ccccc3C(=O)N21 (stereo partly drawn)	57*	10	1	1.8	-7	0.4	0.6	-4	40
Cn1c(CNc2ccccc2)nc2ccccc21	52*	-1	-0.27	1.2	-1	0.5	0.7	10	34
Cc1ccccc1CS(=O)(=O)CCC(=O)NCCCN1CCN(c2ccccc2F)CC1	2	5	2.1	1.2	-7	1	1	5	-4
CCC(C)C(NC(=O)c1ccccc1NC(=O)c1ccco1)C(=O)O (stereo not drawn)	2	15	0.52	1.5	5	1	0.8	-3	24
COc1ccc(-n2c(C)cc(SC)c(C(C)=O)c2=S)cc1	38	-8	-0.14	1.1	-2	0.6	1	-8	-3
COc1ccc(CCN(C)CCN2C(=O)c3ccccc3C2=O)cc1OC	3	-5	0.33	1.3	-11	1	1.1	-2	-10
Cc1nn2c(N)csc2nc1=O	-15	20	.	1	1	1.1	1.2	-13	-16
Cn1c(=O)c(C(=O)c2ccccc2)nc2ccccc21	43	-3	0.7	0.9	0	0.6	1.4	-1	-41
Cc1ncc(N=Nc2ccc(F)cc2)c(-c2ccc(Cl)cc2)n1	3	12	0.45	0.9	0	1	1.1	-7	-6
Cc1ccc(NC(=O)c2cc(S(=O)(=O)c3ccccc3)ccc2Cl)cc1	36	-4	1.4	0.8	-2	0.6	0.3	-1	73*
CCOC(=O)Cc1csc(NC(=O)C2CCCN(S(=O)(=O)c3cnc[nH]3)C2)n1 (stereo not drawn)	-1	-8	.	1.4	5	1	0.8	6	21
Cc1ccc(/C(O)=C2/C(=O)C(=O)N(Cc3ccco3)C2c2cccs2)cc1 (stereo not drawn)	-2	-2	0.45	1	-7	1	0.5	6	48
Cc1ccc(CN2C(=O)CCC2C(=O)NCc2cccnc2)cc1 (stereo not drawn)	19	-17	-0.1	0.9	-1	0.8	1	2	3
CCOC(=O)c1cc(C)[nH]c(=S)c1C#N	19	-4	-0.01	1	-6	0.8	1	5	1
COc1ccc(N2CCN(C(=O)CNC(=O)Cn3c(C)cc4ccccc4c3=O)CC2)cc1	-7	0	0.7	0.9	-2	1.1	1.5	-1	-46
O=C(NC1CCCCCCC1)c1c(O)c2ccccc2[nH]c1=O	14	-6	-0.5	1.2	.	0.9	0.9	-5	5
(next part)
SMILES	CYP2C19 inhib	PostGolgi yeast	PTK2B oligo ant	PLAP act	EphB4 antag	CYP2C19 activ	CYP2C9 act	Ecoli WT expand	CYP2C9 inh
CCOc1ccc(S(=O)(=O)Nc2ccc(S(=O)(=O)N3CCOCC3)cc2)cc1	22	1	-1	1.5	6	0.8	0.4	4	60*
CC(C)(C)c1cc(-c2ccco2)c(C#N)c(SCC#N)n1	40	16	-2.8	1.1	-5	0.6	0.1	-7	95*
COc1cc(N=c2ssnc2Cl)cc(OC)c1OC	-4	-5	-1	1.2	-3	1	0.1	13	89*
O=C(CN1C(=O)CSc2ncccc21)NCCN1CCOCC1	-18	-8	.	0.8	-4	1.2	1.1	-4	-14
O=C(O)CCCNS(=O)(=O)c1cccc2nsnc12	-6	-4	-0.17	1	7	1.1	1	-3	1
COc1ccc(CNC(C)C2COc3ccccc3O2)c(OC)c1 (stereo not drawn)	87*	5	-0.3	1.3	-7	0.1	0.9	-2	13
CCc1nc2ccccc2c2nc3ccccc3n12	22	-4	-0.82	0.6	-7	0.8	0.6	-3	44
CCCC(=O)Nc1cccc(-c2nc3cc(C)c(C)cc3o2)c1	6	2	-1.8	0.8	-2	0.9	1.2	-4	-17
N#Cc1c(-c2cccs2)cc(-c2cccnc2)nc1N	26	-4	-2.4	0.9	12	0.7	0.5	-8	47
c1ccc(N2CCN(Cc3cn4cccnc4n3)CC2)cc1	33	-1	.	0.9	-3	0.7	1.1	14	-14
COC(=O)c1cc(OC)c(OC)cc1NC(=S)N1CCC(C(N)=O)CC1	-9	5	0.05	1.3	1	1.1	1.2	3	-19
CC(C)Oc1ccc(CSC(=N)N)cc1	14	-1	-0.18	0.6	0	0.9	1	11	1
CCc1cc2c(=O)c(-c3nc4ccccc4n3C)c(C)oc2c(CN(CC)CC)c1O	17	4	-2	1	-4	0.8	0.8	1	22
COC(=O)CN1C(C)=Nc2ccc(Br)cc2C1c1ccccc1 (stereo not drawn)	43	-13	0.01	1.5	9	0.6	1.1	-6	-8
COc1ccc(OC)c(S(=O)(=O)N2CCN(C34CC5CC(CC(C5)C3)C4)CC2)c1	16	0	-0.65	1.3	0	0.8	1.2	6	-24
COC(=O)c1cc(C#N)c(Oc2cccc(C)c2C)nc1C	-2	13	-1.6	1.1	2	1	0.8	0	21
CCC(Cc1ccccc1)NC(=O)CN(C)S(=O)(=O)c1ccc2c(c1)c(=O)n(C)c(=O)n2C (stereo not drawn)	-8	8	.	1.6	-7	1.1	1	2	-5
COc1ccc(-c2nc(-c3cccc(C)c3)nc(Cl)c2C#N)cc1	4	-1	.	1	-2	1	0.3	-7	69*
COc1ccc(-c2nc(SC)n(C)c(=O)c2C#N)cc1OC	24	17	-0.89	1.3	.	0.8	0.1	-10	95*
Cc1cccc(N(C(=O)C(F)(F)F)C(C(=O)NC2CCCCC2)c2cccs2)c1 (stereo not drawn)	13	-11	1.3	0.9	2	0.9	0.6	-10	40
Cn1nnc2cc(C(=O)NC(C)(C)C)ccc21	-1	4	-0.43	1	3	1	1	3	-1
Cc1cc(C)nc(/N=C(\N)C2=C(O)CC(C)(C)CC2=O)n1	23	-4	3.7	1.5	-4	0.8	0.9	1	13
O=C(Nc1nc2c(s1)CCCC2)Oc1ccccc1	-12	-7	0.01	1.1	-7	1.1	1.3	-8	-29
Cc1ccc(N2C(=S)N=C(Nc3ccccc3C)C23CCOC(C)(C)C3)cc1 (stereo not drawn)	33	1	-0.39	0.8	-3	0.7	0.5	-7	51*
O=C(O)C1CCCN1c1ncnc2ccccc12 (stereo not drawn)	1	-4	0.45	1.1	4	1	1	8	-3
CC1(CC(=O)N/N=C/c2ccc(-c3ccc(C(=O)O)cc3)o2)OCCO1	-1	3	-0.06	0.8	0	1	1	-15	-2

Part of the list above, with two lines to a compound:
Screens in order – CYP2C19 inhib	PostGolgi yeast	PTK2B oligo ant	PLAP act	EphB4 antag	CYP2C19 activ	CYP2C9 act	Ecoli WT expand	CYP2C9 inh
COc1ccc(CNC(C)C2COc3ccccc3O2)c(OC)c1 (stereo not drawn)
  87*	5	-0.3	1.3	-7	0.1	0.9	-2	13
Cc1cc(C)nc(/N=C(\N)C2=C(O)CC(C)(C)CC2=O)n1
  23	-4	3.7	1.5	-4	0.8	0.9	1	13
O=C(O)C1CCCN1c1ncnc2ccccc12 (stereo not drawn)
  1	-4	0.45	1.1	4	1	1	8	-3
